Compound activity (PubChem)
XBP1 UPR activ: activators of adaptive XBP1 UPR arm, primary screen, cell-based, CHO-XBP1 luciferase reporter, luminescence, uHTS; IRE1-XBP1 UPR activation; percent of tunicamycin response, DMSO as zero; activation, % at 20 µM; 330,000 tested, 0.33% active;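 active = versus positive control, 20 µM dose yields 30% or more activation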;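 also: 100% = tunicamycin at 10 µg/mL and 0% = DMSO only wells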
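Material: CHO-XBP1 cells stably carrying IRE1-XBP1-driven luciferase reporter | Medium: F12 with 10% serum | Compound dosing: 20 µM single concentration, DMSO 1% | Incubation: Overnight seeding at 37 °C, 6 h compound treatment at 37 °C | Detection: Steady-Glo luminescence read | Read-out basis: % activation of reporter signal versus tunicamycin and DMSO controls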
Jurkat NFkB inh: inhibitors of induced NF-kB luciferase reporter, primary screen, TCR NF-kB activation inhibitor project, cell-based, luminescence, uHTS | Jurkat, PMA/ionomycin-induced NF-kB luciferase reporter | inhibition, % at 4 µM | 330,000 tested, 0.53% active | AID 435003, 2010; in the data active = inhibition above about 50%
EBI2 block: EBI2 receptor antagonists, beta-arrestin recruitment, primary screen, cell-based, luminescence, 7a,25-OHC stimulation, uHTS | G-protein coupled receptor 183 (Homo sapiens), P32249 | inhibition, % at 5 µM | 7a,25-OHC stimulated | 360,000 tested, 0.81% active; in the data active = inhibition above about 38%;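 also: enzyme fragment complementation signal reports receptor beta-arrestin coupling in cells; 0% = agonist plus DMSO wells and 100% = wells without agonist; some results beyond the cut were filed as inactive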
Target sequence (P32249 whole entry, looked up, the tested form may be a part): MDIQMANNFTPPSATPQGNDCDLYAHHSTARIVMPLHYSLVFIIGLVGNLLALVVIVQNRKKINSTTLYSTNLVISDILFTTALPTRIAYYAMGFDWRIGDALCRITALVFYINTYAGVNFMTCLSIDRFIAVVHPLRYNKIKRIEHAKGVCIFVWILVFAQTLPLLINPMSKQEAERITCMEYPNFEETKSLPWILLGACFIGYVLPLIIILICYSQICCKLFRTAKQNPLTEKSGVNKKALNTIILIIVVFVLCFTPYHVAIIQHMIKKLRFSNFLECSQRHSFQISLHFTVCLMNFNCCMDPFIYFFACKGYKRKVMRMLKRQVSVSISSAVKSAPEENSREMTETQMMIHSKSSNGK
CCR6 antagonist: CCR6 receptor antagonists, primary screen, cell-based, CHO-K1, luminescence, beta-arrestin, uHTS; C-C chemokine receptor type 6 (Homo sapiens), P51684; CHO-K1 CCR6 PathHunter beta-arrestin, CCL20-stimulated; inhibition, % at 20 µM; 340,000 tested, 0.49% active;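 active = compounds whose inhibition of the agonist-driven luminescence signal at 20 µM reaches about 50%, limit read from the data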;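 also: cells stimulated with CCL20 at 14 nM final; plate controls were DMSO with CCL20 for no effect and DMSO without agonist for full effect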
Target sequence (P51684 whole entry, looked up): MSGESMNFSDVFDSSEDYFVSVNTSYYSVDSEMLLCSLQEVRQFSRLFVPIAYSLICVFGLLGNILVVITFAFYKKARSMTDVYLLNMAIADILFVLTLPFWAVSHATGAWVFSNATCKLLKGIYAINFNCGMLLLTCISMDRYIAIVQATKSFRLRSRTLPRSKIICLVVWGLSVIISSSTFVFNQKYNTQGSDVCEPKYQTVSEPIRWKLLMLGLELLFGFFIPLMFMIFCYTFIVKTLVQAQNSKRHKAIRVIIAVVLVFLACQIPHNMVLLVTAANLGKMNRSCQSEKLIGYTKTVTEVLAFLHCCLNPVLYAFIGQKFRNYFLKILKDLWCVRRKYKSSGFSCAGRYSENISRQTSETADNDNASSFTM
Gli-Sufu block: Gli-Sufu pathway antagonists, primary screen, luciferase luminescence, Sufu-KO-LIGHT cells, uHTS; 340,000 tested, 0.74% active; Sufu-KO-LIGHT fibroblasts, Gli luciferase reporter luminescence; inhibition, % at 5 µM;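 active = inhibition above about 55%, limit read from the data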;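 also: 0% = DMSO-treated cells and 100% = wells with medium but no cells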
UPR CHOP act: activators of apoptotic CHOP UPR arm, primary screen, cell-based, CHO-CHOP luciferase reporter, luminescence, uHTS. activation, % at 10 µM. UPR activation; percent of tunicamycin response over DMSO baseline. 330,000 tested, 0.34% active. AID 449763, 2010;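 active = at 10 µM dose, activation of 40% or more, normalized to positive control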;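 also: 100% = tunicamycin at 10 µg/mL and 0% = DMSO alone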
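Assay system: CHO-CHOP cells, stable luciferase reporter of PERK-eIF2a-CHOP signalling / Buffer or medium: F12 plus 10% serum / Compound dosing: one dose, 10 µM in 0.5% DMSO / Times: 6 h compound treatment, 37 °C / Technique: luciferase luminescence / Read-out: % reporter activation, DMSO baseline versus tunicamycin full activation / Benchmarks: tunicamycin and DMSO controls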
CXCR6 block: CXCR6 receptor inhibitors, primary screen, cell-based, beta-arrestin, luminescence, CHO-K1 PathHunter, 1536-well | C-X-C chemokine receptor type 6 (Homo sapiens), O00574 | inhibition, % at 20 µM | 360,000 tested, 0.36% active | AID 602244, 2012; in the data active = inhibition above about 34%, passing the limit was not always enough;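 also: antagonist mode with CXCL16 agonist at 10 nM final; 0% = 10 nM CXCL16 with DMSO and 100% = unstimulated wells without agonist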
Target sequence (O00574 whole entry, looked up): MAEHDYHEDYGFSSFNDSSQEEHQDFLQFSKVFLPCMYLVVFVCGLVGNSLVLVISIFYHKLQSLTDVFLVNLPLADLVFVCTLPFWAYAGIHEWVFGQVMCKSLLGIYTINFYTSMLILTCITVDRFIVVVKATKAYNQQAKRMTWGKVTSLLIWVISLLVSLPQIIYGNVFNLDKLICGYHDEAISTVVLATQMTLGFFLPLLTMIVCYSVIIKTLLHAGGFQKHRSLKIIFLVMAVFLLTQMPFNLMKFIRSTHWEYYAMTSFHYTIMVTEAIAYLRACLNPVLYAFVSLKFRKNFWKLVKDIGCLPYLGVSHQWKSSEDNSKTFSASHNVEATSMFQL
Mdm2-MdmX inh: inhibitors of human Mdm2-MdmX association, primary screen, cell-based, luminescence, split luciferase, SaOS-2, uHTS; Protein Mdm4 (Homo sapiens) + E3 ubiquitin-protein ligase Mdm2 (Homo sapiens), …; SaOS-2 split-luciferase Mdm2/MdmX complementation; inhibition, % at 8 µM; 330,000 tested, 3% active; AID 485346, 2010;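 active = inhibition of at least 50% at 8 µM in the primary screen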
697 NFkB inh: inhibitors of PMA/ionomycin-induced NF-kB reporter, 697 cells, primary screen, B-cell NF-kB inhibitor project, cell-based, luminescence, uHTS. 697 B-cell NF-kB luciferase reporter, 16 h. inhibition, % at 4 µM. 330,000 tested, 0.33% active. AID 435022, 2010; in the data active = inhibition above about 35%
An asterisk follows results filed as active; nt = not tested or not shown.

SMILES	XBP1 UPR activ	Jurkat NFkB inh	EBI2 block	CCR6 antagonist	Gli-Sufu block	UPR CHOP act	CXCR6 block	Mdm2-MdmX inh	697 NFkB inh
CC(C)(OC1OC(CO)C(O)C(O)C1O)[C@H]1Oc2ccc3ccc(=O)oc3c2[C@H]1O (some centres not stated)	-2	-98	2	-2	-4	0.3	0	12	-101
COc1cccc(NC(=O)CC(c2ccc(OC(C)C)cc2)c2ccccc2OC)c1 (configuration not stated)	4	8	15	13	8	2.5	5	14	-21
Cc1ccc2cccc(OCc3cccc([N+](=O)[O-])c3)c2n1	-3	-5	0	8	5	1.7	4	10	5
C=CCN(c1ccccc1OC)S(=O)(=O)c1ccc(Cl)c(C(=O)Nc2ccc(N3CCOCC3)cc2)c1	-7	-2	-15	12	-4	6.2	2	12	-40
CCN(CC)S(=O)(=O)c1ccc(NC(=O)COC(=O)CNS(=O)(=O)/C=C/c2ccccc2)cc1	-5	0	-13	7	-5	-0.4	-6	33	1
CC(=O)OCCNc1cc(N2CCN(C)CC2)c2noc3c2c1C(=O)c1ccccc1-3	nt	nt	-10	44	8	nt	15	nt	nt
COc1ccc(C(=O)NCCCCc2ccccc2)cc1	-4	-1	1	0	0	2.5	-4	26	13
Clc1ccc(NC2(c3nnnn3C3CCCCC3)CCCCC2)cc1	-1	23	10	8	9	8.4	-3	29	11
CC(C)N1C(=O)N(c2ccccc2)C(C)(O)CC1(C)C (configuration not stated)	-2	1	1	6	24	-0.2	8	16	16
Cc1ccc(-c2noc(CCC(=O)NC3CCN(Cc4ccccc4)CC3)n2)cc1	nt	nt	0	4	8	nt	-9	nt	nt
O=C(CCn1nnc(-c2cccs2)n1)NC1CCCCC1	-4	5	-4	3	2	-1.3	6	-15	6
CCOC(=O)C1(CC2CCCCO2)CCN(Cc2cc(F)ccc2-n2cccn2)CC1 (configuration not stated)	0	30	-2	5	3	-0.7	2	-6	-2
O=C(C1CCC1)N1CCN(S(=O)(=O)c2ccc(F)cc2)CC1	-6	-3	-4	5	-3	-0.6	-2	6	14
CN(C)C=NC(=O)c1cc(C(=O)c2ccc(Cl)cc2)c[nH]1	1	-15	-1	-1	-13	-2.1	10	13	16
CCOC(=O)c1oc2c(CN3CCCCC3C)c(O)ccc2c(=O)c1-c1ccc(OC)c(OC)c1 (configuration not stated)	-1	7	3	2	3	-1.6	0	12	13
CC1=C(C(=O)N2CCOCC2)C(c2ccccc2F)NC(=O)N1 (configuration not stated)	-2	-24	-11	12	-4	0.5	7	-41	-7
O=c1ncn(-c2ccccc2F)c2ncccc12	-1	6	-8	-7	5	-0.2	-5	22	12
COc1cc(C2C(C#N)=C(N)Oc3c2c(-c2ccccc2)nn3-c2ccccc2)cc(OC)c1OC (configuration not stated)	1	12	-3	6	5	2.1	7	27	11
CCN(CC(=O)Nc1c(F)cccc1F)C(=O)CCCNC(=O)c1ccc(Cl)cc1	-1	-9	-1	1	0	0.4	-5	12	13
CN1OC[C@@H]2CN(C(=O)C(C)(C)C)[C@H](c3cccc(Br)c3)C[C@@H]21	nt	nt	-11	-3	-1	nt	-1	nt	nt

Three entries picked at random from the list so far, as already listed:
SMILES	XBP1 UPR activ	Jurkat NFkB inh	EBI2 block	CCR6 antagonist	Gli-Sufu block	UPR CHOP act	CXCR6 block	Mdm2-MdmX inh	697 NFkB inh
CC(C)(OC1OC(CO)C(O)C(O)C1O)[C@H]1Oc2ccc3ccc(=O)oc3c2[C@H]1O (some centres not stated)	-2	-98	2	-2	-4	0.3	0	12	-101
C=CCN(c1ccccc1OC)S(=O)(=O)c1ccc(Cl)c(C(=O)Nc2ccc(N3CCOCC3)cc2)c1	-7	-2	-15	12	-4	6.2	2	12	-40
O=C(CCn1nnc(-c2cccs2)n1)NC1CCCCC1	-4	5	-4	3	2	-1.3	6	-15	6

Later entries
SMILES	XBP1 UPR activ	Jurkat NFkB inh	EBI2 block	CCR6 antagonist	Gli-Sufu block	UPR CHOP act	CXCR6 block	Mdm2-MdmX inh	697 NFkB inh
COc1ccc(/C=C2/NC(=O)CNC2=O)cc1	-4	-28	8	0	5	-2.8	-2	10	0
CC(NC(=O)CNC(=O)c1ccco1)c1ccc(S(N)(=O)=O)cc1 (configuration not stated)	3	-11	-3	-3	-19	3.1	-2	-2	-2
CNC[C@H](CC1CCCCC1)NC[C@H](NCCC1CCCC1)[C@H](C)O	3	22	-6	4	12	-1.2	-5	100*	22
COc1ccc(OC)c(S(=O)(=O)N2CCC3(CC2)OCCN3S(=O)(=O)c2cccs2)c1	-4	5	8	2	-7	2.0	-6	8	15
COc1ccc(C(=O)NNC(=O)c2ccccc2[N+](=O)[O-])cc1[N+](=O)[O-]	-2	3	1	13	-22	-2.4	0	15	20
O=C(CSc1nc(O)cc(=O)n1-c1ccccc1)NC1CCCCC1	0	17	0	13	4	-1.2	-2	-16	19
O=C(COC(=O)C1(c2ccc(Cl)cc2)CCCC1)NCc1ccco1	4	0	24	13	-1	-1.9	1	5	-12
O=C(c1ccccn1)N1CC=C(c2ccccc2)CC1	nt	nt	-16	3	-2	nt	-7	nt	nt
O=C(CCn1cnc2ccccc21)N/N=C/c1ccccc1O	-2	8	0	18	8	1.5	1	27	-14
CCCCN(C(=O)c1cccc2c(=O)c(C)c(-c3ccccc3)oc12)c1ccccc1	nt	nt	18	17	9	nt	12	nt	nt
O=C(O)c1ccc(COc2c(F)c(F)cc(F)c2F)o1	-1	-3	-3	-7	-1	-0.3	2	-2	4
C/C(CC(=O)Nc1cc(C)ccn1)=N\NC(=O)c1cccc(F)c1	0	-8	6	8	-19	0.3	-3	7	3
CCN(CC(=O)Nc1c(F)cccc1F)C(=O)CCCOc1ccccc1	nt	nt	-9	15	-10	nt	2	nt	nt
O=C1NC(=O)/C(=C\c2ccccc2OCc2ccccc2)S1	-1	-6	-12	8	4	-1.0	6	38	12
COCCn1c(SCC(=O)Nc2cc(C(C)(C)C)nn2-c2ccccc2)nnc1-c1ccncc1	-1	12	-5	19	3	-0.8	7	28	14
CN1C(=O)c2ccc(NC(=S)NC(=O)C(C)(C)C)cc2C1=O	4	-6	-14	29	6	-0.6	22	14	-10
COc1ccccc1NC(=O)CN1C(=O)NC(CC(C)C)C1=O (configuration not stated)	4	-3	-2	-4	-3	-2.6	-7	-2	0
CCOC(=O)c1c(C)[nH]c(C(=O)OCC(=O)Nc2ccccc2)c1C	-2	-6	1	9	-4	-2.3	1	23	15
COC(=O)c1sccc1NC(=O)Nc1ccccc1Cl	2	-2	-8	9	8	0.1	14	12	-26
O=C(CN1C(=O)/C(=C/c2ccccc2)SC1=S)NC1C=CS(=O)(=O)C1 (configuration not stated)	-2	-3	9	0	-22	2.9	0	4	-17
Cc1cc(C)cc(NS(=O)(=O)c2ccc3oc(=O)ccc3c2)c1	-3	-23	5	-2	12	-1.3	5	-3	-2
COC(=O)c1cccc2c1NC(=O)C2=O	-2	11	12	2	8	0.3	0	13	23
COc1ccc(Cn2nnnc2CN2CCC(O)(c3ccccc3F)CC2)cc1	-1	-5	-7	11	5	-0.5	-13	5	2
Fc1cnc(N2CCOCC2)nc1N1CCc2ccccc21	6	-13	-11	6	9	1.2	-7	-2	14
COc1ccc(NC(=O)Nc2ccncc2)c(OC)c1	-2	-4	-6	4	1	1.4	-5	-6	4
C/C(=N\NC(=O)c1ccccc1O)c1ccc(NC(=O)c2ccccc2)cc1	-3	-35	3	3	-32	6.2	1	0	-37
COc1cccc(/C=N/NC(=O)c2cccs2)c1	3	-54	5	-11	-35	5.3	5	-12	-103
COc1ccc(N2CCN(C(=O)C3CCCN(S(=O)(=O)c4cccc5cccnc45)C3)CC2)cc1 (configuration not stated)	-2	9	-2	-8	1	-2.3	-9	32	3
Cc1ccc(-c2nn3c(C)nnc3s2)cc1NC(=O)c1ccc(OC(C)C)cc1	-4	17	-6	-3	5	-0.7	5	17	8
CC12CN3CCN(CC(C3)/C1=N/N=C/c1cccc([N+](=O)[O-])c1)C2	0	-5	-1	7	5	3.0	-10	-4	-10
O=C(COc1ccc(Cl)cc1)OCc1csc(Nc2ccccc2)n1	-4	4	-2	4	-8	0.3	3	-6	-2
CC1(C)Cc2cccc(OCC(=O)OCc3nnc(-c4ccc([N+](=O)[O-])cc4)o3)c2O1	2	-1	-1	-11	-5	1.5	-15	17	25
O=C(c1ccc(CN2CCc3ccccc3C2)cc1)N1CCc2ccccc2C1	1	-15	-5	7	-4	-1.1	-2	31	-17
Cn1cc(CNCc2ccc(OC(F)(F)F)cc2)c(-c2ccc3c(c2)OCCO3)n1	2	39	12	-1	60*	4.2	-5	29	-60
CN(Cc1ccccc1)C(=O)CCc1ccccc1	3	29	10	12	-12	-1.1	-4	-3	-75
Oc1ccc(-c2[nH]nc(-c3ccccc3)c2-c2nc3ccccc3[nH]2)cc1	4	-8	-3	1	5	-0.8	2	-2	10
Cc1ccc(C)c(NC(=O)CN2C(=O)c3ccccc3C2=O)c1	-1	-3	2	2	6	-1.5	-14	-13	-7
CCOc1ccc2oc(C(=O)OC(C(=O)NC(N)=O)C(C)C)c(C)c2c1 (configuration not stated)	2	-7	5	5	-11	3.7	2	-7	3
CCOC(=O)c1sc(NC(C)=O)cc1C	2	-8	-26	8	-5	2.3	1	-15	5
COc1cc2c(cc1OC)CN(CCC(=O)c1ccc(Br)cc1)CC2	-3	-3	-1	-1	6	-1.6	-3	17	4
Cc1nc(SCC(=O)c2cc3ccccc3oc2=O)c(C#N)c(-c2cccs2)c1C(=O)Nc1ccccc1	-1	6	7	14	22	-1.2	5	8	5
O=S(=O)(Nc1ncccn1)c1ccc(NC(=S)Nc2ccc(Cl)cc2)cc1	-1	1	9	9	7	2.0	0	7	9
CCc1nnc(NC(=O)C(=O)NCCOC(=O)c2ccccc2Cl)s1	-1	-9	-11	-1	1	1.7	-12	-10	4
NC(=O)Cn1nc([N+](=O)[O-])nc1Oc1ccc(Br)cc1	-2	8	-12	-7	11	-2.4	-3	19	11
COC(=O)c1c(C)oc(C)c1S(=O)(=O)N(Cc1ccccc1)C(C)C	-4	-20	10	16	6	0.2	0	20	-5
CC(C)c1nnc(NC(=O)CCC2CCCCC2)s1	2	-77	-7	11	19	2.9	4	9	-7
CN(CCc1ccccc1)C(=O)c1cccc(NC(=O)Cc2ccc([N+](=O)[O-])cc2)c1	-4	-1	-3	13	12	3.3	-7	28	11
Cc1[nH]c2ccc(C(=O)NCC(C)(C)N3CCOCC3)cc2c1C	-1	0	-9	7	-2	0.1	4	-3	-1
O=C(NCC(c1ccco1)N1CCc2ccccc2C1)c1ccccc1 (configuration not stated)	0	13	-4	14	-2	1.7	3	21	-3
O=C(c1ccco1)N1CCN(Cc2cc(=O)c(OCc3ccccc3Cl)co2)CC1	-1	3	-9	5	-9	1.3	-5	13	11

Random draw from the library; about 5% have a hit in one of these screens.
